# Phagocytosis inh – blocks phagocytosis by macrophages; J774A.1 macrophage IgG-bead phagocytosis, imaging; AID 1029; inhibition, % at 5 µM; 0.07% of 110,000 active;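 active = inhibition above the mean of the plate negative controls plus 5 SD, cut at about 13% in these data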;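 note: phagocytic index as fraction of beads internalized from green versus red external bead signal; plate controls were DMSO negative control for no effect and cytochalasin-D positive control for full effect; some results beyond the cut were filed as inactive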
# E-sel TNF inh – TNF alpha driven E-selectin expression inhibition | inhibition, % at 2 µM | HUVEC TNFa-induced E-selectin immunofluorescence, high content | 0.71% of 120,000 active;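 active = inhibition above the batch mean plus 3 SD, and confirmed as a hit on visual image review, cut at about 43% in these data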;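 note: 0% = TNF-stimulated DMSO wells and 100% = unstimulated control wells; not every result past the cut was called active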
# Yeast life ext – yeast lifespan extension. AID 775. inhibition of the nicotinamide effect, % at 10 µM. 0.68% of 130,000 active. S. cerevisiae growth with nicotinamide, OD615; deaD strain in restrictive glucose medium;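 active = inhibition above a set limit, placed 3 SD over the median of all compounds, cut at about 26% in these data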;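 note: 0% = nicotinamide-treated wells and 100% = cells grown without nicotinamide; some compounds called inactive have numbers as strong as hits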
#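 Assay system: engineered S. cerevisiae DeaD replicative-lifespan strain, galactose-grown log-phase cells; medium: restrictive CSMM-D dextrose medium; also added: nicotinamide, 1.5 mM, co-present with compound; schedule: 48 h compound exposure at 30 °C, humidified; detection: absorbance at 615 nm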
# Yeast growth inh – reduces growth of yeast BB579 in restrictive medium. S. cerevisiae BB579 growth, OD615, 48 h. AID 804. inhibition, % at 10 µM. 0.51% of 140,000 active;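 active = inhibition above a set limit, 3 SD over the mean compound inhibition, cut at about 44% in these data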; note: inactives centre near -24
#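 Test system: DeaD yeast strain BB579 / Buffer or medium: restrictive glucose-based CSMM-D medium / Doses: single 10 µM dose / Schedule: 4 h cell preincubation, 48 h compound exposure, 30 °C humidified / Technique: culture absorbance at 615 nm / Controls: amphotericin B positive control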
# MRP1 act – activators of MRP-1. viability increase, % at 10 µM. 0.61% of 140,000 active. H69AR cells + doxorubicin, viability rescue, CellTiter-Glo;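 active = viability gain under doxorubicin at or above a set limit, the compound median plus 3 SD, cut at about 4.7% in these data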;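 note: MRP-1 overexpressing cells given doxorubicin 25 µM after compound pretreatment; 18-22 h compound pretreatment then 72 h with doxorubicin before readout; 0% = doxorubicin-only wells and 100% = vehicle-treated cells without doxorubicin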
# GALR2 blocker – antagonists of human galanin receptor 2 (GALR2). O43603. AID 828. 0.39% of 140,000 active. inhibition, % at 4 µM. GALR2-expressing cells, antagonist mode; in the data active = inhibition above about 27%;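 note: cells stimulated with galanin 1-16 at roughly its EC80; 0% = agonist challenge control and 100% = basal control without agonist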
# Target sequence (O43603 whole entry, looked up): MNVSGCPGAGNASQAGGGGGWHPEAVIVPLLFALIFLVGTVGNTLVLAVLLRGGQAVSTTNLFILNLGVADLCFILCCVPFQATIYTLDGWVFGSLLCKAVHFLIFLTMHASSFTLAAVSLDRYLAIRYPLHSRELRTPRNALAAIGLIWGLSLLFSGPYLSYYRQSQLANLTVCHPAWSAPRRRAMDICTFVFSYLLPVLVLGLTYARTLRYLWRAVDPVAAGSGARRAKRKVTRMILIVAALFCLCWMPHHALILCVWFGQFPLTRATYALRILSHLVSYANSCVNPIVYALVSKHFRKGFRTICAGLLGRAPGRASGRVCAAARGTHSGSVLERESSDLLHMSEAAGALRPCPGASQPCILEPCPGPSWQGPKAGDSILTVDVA
# bCat KO growth – beta-catenin-lacking colon tumor cell growth suppression; AID 818; viability, % at 10 µM; 1.5% of 140,000 active; HCT116 beta-catenin knockout viability, CellTiter-Glo, 60 h; active compounds read low;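 active = viability at or under a set limit, the compound median less 4 SD, cut at about 6% in these data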;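 note: 0% = Hyamine 1622 control at 20 µM and 100% = untreated cell control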
# Measles CPE – protection of cells from measles virus; Measles virus-infected cells, CPE protection, absorbance; protection (pct of control), % at 4 µM; 1.5% of 140,000 active; AID 841; in the data active = protection mostly above about 24%, no sharp cut-off; inactive = mostly below about 26%; note: some compounds called inactive have numbers as strong as hits
# NPY-Y2 antag – NPY-Y2 (human) receptor antagonism. P49146. NPY-Y2 expressing cells, antagonist mode. inhibition, % at 2.7 µM. 0.99% of 140,000 active. AID 793; in the data active = inhibition above about 17%;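 note: 0% = vehicle with agonist challenge and 100% = reference antagonist with challenge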
# Target sequence (P49146 whole entry, looked up): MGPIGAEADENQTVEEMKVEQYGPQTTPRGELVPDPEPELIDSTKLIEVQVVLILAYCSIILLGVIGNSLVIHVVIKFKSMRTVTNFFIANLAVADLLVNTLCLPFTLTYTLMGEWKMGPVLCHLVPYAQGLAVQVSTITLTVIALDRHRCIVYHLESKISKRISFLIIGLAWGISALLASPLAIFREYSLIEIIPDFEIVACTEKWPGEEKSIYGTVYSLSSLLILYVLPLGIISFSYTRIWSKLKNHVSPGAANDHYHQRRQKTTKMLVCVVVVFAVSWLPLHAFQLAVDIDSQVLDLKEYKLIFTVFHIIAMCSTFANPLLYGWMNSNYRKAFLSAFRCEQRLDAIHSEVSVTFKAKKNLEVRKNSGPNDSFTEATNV
# HCT116 PTEN-null – suppresses growth of cells with PTEN deletion; 1.2% of 140,000 active; viability, % at 10 µM; HCT116 PTEN-null viability, CellTiter-Glo, 60 h; active compounds read low;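 active = viability at or below a set limit, 4 SD under the median of all tested compounds, cut at about 3.7% in these data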;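 note: PTEN knockout HCT116 line with beta catenin targeted HCT116 as companion control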
# * = called active by the depositor; nt = not tested or not shown.
# Second line of a record: Phagocytosis inh	E-sel TNF inh	Yeast life ext	Yeast growth inh	MRP1 act	GALR2 blocker	bCat KO growth	Measles CPE	NPY-Y2 antag	HCT116 PTEN-null
Cc1cccc(NCc2ccccc2O)n1
    1	-13	-2	-21	-2.3	7	101	6	1	94
Cc1nccn1CCc1n[nH]c(=S)n1Cc1ccccc1
    0	nt	-11	-56	-0.4	-10	93	6	2	97
O=[N+]([O-])c1nn(-c2ccc3c(c2)OCCO3)n(O)c1=NC1CCCCCC1
    -1	11	8	-44	-2.4	0	79	4	-2	72
CC(NC(=O)/C=C/c1ccc(Br)cc1)c1ccc(Cl)cc1 (configuration not stated)
    -3	24	1	-25	0.4	5	92	2	15	92
CCN(CC)CCNC(=O)C(C(=O)c1ccccc1)n1ccccc1=O (configuration not stated)
    0	3	-3	-82	-0.7	-9	100	4	1	106
CCC(CC)C(=O)Nc1cccc(C(=O)Nc2ccc(OC)cc2[N+](=O)[O-])c1
    -2	-15	7	-43	-2.6	6	104	5	11	102
Cc1ccsc1C(=O)OCC(=O)c1cc(C)n(CC2CCCO2)c1C (configuration not stated)
    nt	-15	-21	-25	1.1	-9	78	8	5	67
COc1cc(CNn2nnnc2N)cc(Br)c1OCc1c(Cl)cccc1Cl
    -1	-1	4	-88	-0.7	-2	71	18	-1	75
CC1=C(C(N)=O)C(c2ccc(Cl)cc2Cl)n2ncnc2N1 (configuration not stated)
    nt	-7	-8	-23	-0.8	-5	96	7	-2	90
CCNC(=O)n1nccc1C(C)Oc1cccc(C(F)(F)F)c1 (configuration not stated)
    nt	19	-15	-10	-1.6	6	87	20	3	94
Cc1nc2c(C(=O)N3CCCC3)cnn2c(C)c1Cc1c(F)cccc1Cl
    -1	22	-7	16	-3.3	-1	93	5	4	93
CCCN(CCC)C(=S)NC(=O)c1ccc(-c2ccccc2)cc1
    0	-52	-16	-6	-0.8	-5	85	33	9	87
O=C(OCc1cc2ccccc2[nH]c1=O)c1cccnc1
    0	nt	-4	-10	-1.7	3	97	1	0	97
COC(=O)c1sc2cc([N+](=O)[O-])cc(SCC(C)C)c2c1N
    -3	6	7	-51	-0.8	-2	85	14	1	92
O=C(Nc1ccc(O)cc1)C1CCCN1S(=O)(=O)c1ccc(F)cc1 (configuration not stated)
    0	-1	-2	-31	-3.1	1	102	15	-1	104
CC(C)CCC(O)(CCC(C)C)C(=O)NN1CCCCC1
    -2	nt	1	-14	0.4	-8	77	4	9	82
O=C(O)Cc1ccc(NC(=S)NCc2ccco2)cc1
    0	41	1	-18	0.3	-3	96	41	4	92
CCn1c(/N=C/c2c[nH]c3ccccc23)nc2ccccc21
    -1	26	-24	-32	-3.6	8	76	11	-1	83
COC(=O)Nc1ccc(S(=O)(=O)N2CCC(C)CC2)cc1
    -2	nt	-8	-12	-0.1	-10	83	3	5	80
CN(CCc1ccccn1)S(=O)(=O)c1ccc2c3c(cccc13)C(=O)N2
    0	-22	-15	-36	-3.4	-2	93	11	1	82
Cc1cccc(C(=O)N2CCC(=O)N(C(COCc3cccc(C(F)(F)F)c3)Cc3ccccc3)CC2)c1 (configuration not stated)
    nt	-32	16	-37	-4.2	3	74	19	10	74
CCCC(C)c1nnc(NC(=O)CS(=O)(=O)Cc2ccccc2)s1 (configuration not stated)
    0	0	-8	-59	0.2	-7	99	1	3	98
CCCCn1c(SCC(=O)c2ccc(O)c(O)c2)nc2ccsc2c1=O
    -7	-20	-4	-22	3.0	-4	35	5	2	41
O=C(Nc1ccc(Oc2ccccc2)cc1)C1CCCN(c2ncccn2)C1 (configuration not stated)
    0	-23	-5	-30	-0.2	4	99	20	1	92
Cc1ccc(-c2nnc(SCC(=O)N3CCOCC3)nc2-c2ccc(C)cc2)cc1
    0	-5	-18	-15	-4.9	7	49	3	1	59
Cc1nc(N)c(C#N)c(-c2ccccc2Cl)c1C
    -1	0	-5	-47	-0.7	-2	93	1	1	86
N#C/C(C(=O)NCc1ccco1)=C1/SC(Cc2ccc(F)cc2)C(=O)N1c1ccccc1 (configuration not stated)
    -1	47	-6	-28	-0.8	9	86	4	2	90
Cc1ccc2c(c1)nnn2C1CCN(CC(=O)N2CCN(c3ccc(F)cc3)CC2)CC1
    -1	-33	-4	1	-3.7	-2	72	15	3	74
CN1C(=O)N(c2cccc3ccccc23)C(n2cncn2)C1(C)C (configuration not stated)
    1	12	1	-94	-0.4	-2	102	13	-1	104
CC(C)c1ccc(N2CCN(C(=O)c3ccccc3NC(=O)/C=C\C(=O)O)CC2)cc1
    -1	-22	-9	-8	1.0	-8	97	11	-3	106
CNC(=S)N(CCc1c(C)[nH]c2ccccc12)Cc1cc(OC)c(OC)c(OC)c1
    nt	-6	2	-31	-2.4	8	91	2	-2	80
Cc1cc(NC(=O)c2noc3c2CCc2ccccc2-3)no1
    0	nt	-4	-77	0.4	nt	103	4	nt	106
CCOC(=O)N1CCN(S(=O)(=O)c2ccc(C(=O)NNc3nc4cc(C)cc(C)c4s3)cc2)CC1
    nt	-4	3	12	-5.2	-8	8	7	-2	11
Cc1cc(C(=O)NCC(C)C)c2ccccc2n1
    3	-4	-2	-17	-2.8	-5	95	11	2	95
CC12CCC(C(=O)NCc3ccc4c(c3)OCO4)(OC1=O)C2(C)C (configuration not stated)
    0	11	-5	-56	-1.4	3	90	3	-3	95
Cc1cc(C)c2cc(C#N)c(SCC(=O)NCc3ccco3)nc2c1
    -1	nt	6	-29	-3.6	2	65	6	13	63
COc1ccc(N2CCN(CC(=O)Nc3c(C)cc(C)cc3C)CC2)cc1
    0	nt	-2	-51	-0.1	-6	97	15	1	95
Cc1ccc(CNC(=O)C(=O)NCC2OCCN2S(=O)(=O)c2ccc3c(c2)OCCO3)cc1 (configuration not stated)
    nt	21	6	-34	1.4	6	80	11	1	78
CCCCC(=O)OCc1cn(-c2ccc(Cl)cc2)nn1
    nt	-32	-19	-23	-0.7	17	86	22	4	96
CCCc1ccc(OCCNC(=O)CC)cc1
    0	-1	-12	-17	-0.8	-14	95	2	-3	95
CC(=O)c1c(OC(=O)c2ccccc2)c2ccccc2n1C
    nt	-44	-5	-31	-3.5	6	70	15	6	74
O=C(O)c1cccc(CSc2ncccn2)c1
    -2	8	-7	-28	-0.6	8	88	9	1	99
Cc1cc(C)cc(NC(=O)N2CCCC2C(=O)Nc2ccc(-n3cnnn3)c(C)c2)c1 (configuration not stated)
    nt	12	-18	-5	-2.1	18	102	11	1	97
Cc1nnc(SCc2cnc(-c3ccc(C(C)C)cc3)s2)n1C
    1	6	-8	-48	-2.0	0	72	2	1	75
CC(=O)NCCC(=O)Nc1ccc(C)c(F)c1
    -1	8	-2	6	-1.0	-3	98	14	-1	87
CCOC(=O)N1CCN(C(=O)C2CCN(Cc3cccc(OCc4ccccc4)c3)CC2)CC1
    0	nt	6	-4	-1.4	-2	80	7	6	80
O=C1COc2cccnc2N1
    0	20	-6	-10	-0.8	13	89	11	3	83
O=C(/C=C/c1ncc(C(F)(F)F)cc1Cl)OCc1ccccc1
    0	-73	-7	-30	-0.8	1	88	9	5	89
CC(C)Nc1ncnc2ccc(Br)cc12
    -1	11	2	-25	-2.4	38*	58	2	2	58
CN1CCC(=NNC(=O)C(=O)Nc2ccccc2)CC1
    -3	1	-6	-45	-0.5	8	102	7	4	113
COc1ccc(S(=O)(=O)Nc2cc(C(=O)NCCC(C)C)ccc2N2CCOCC2)cc1
    -2	nt	-18	-13	-3.5	-3	98	4	0	90
CN1c2ccccc2C(C)(C)C12CC(c1ccc(Cl)c(S(=O)(=O)N3CCCC3)c1)=NO2 (configuration not stated)
    0	-9	-1	-23	-2.6	10	73	6	2	82
CC1CCN(S(=O)(=O)c2cn(CC(=O)N3CC(C)CC(C)C3)c(=O)c3ccccc23)CC1 (configuration not stated)
    nt	-8	3	0	-1.9	13	99	7	-1	93
CCOC(=O)CCC(=O)N(CCN(C(=O)CCC(=O)OCC)c1ccccc1)c1ccccc1
    -2	0	2	-5	-2.6	-5	93	6	2	93
Cc1cc[n+](CC(=O)c2ccc3c(c2)OCCO3)cc1
    0	-25	15	-26	-0.4	-1	95	15	3	97
CCc1nnc(NC(=O)CSc2nnc3ncccn23)s1
    0	-3	-6	-75	1.4	-8	89	5	-1	92
CNC(=O)c1ccsc1NC(=O)c1ccc(S(=O)(=O)N2CCOCC2)cc1
    -4	5	2	-76	0.9	-5	77	8	0	81
O=C(O)c1cccc(NS(=O)(=O)c2ccc(Cl)c(C(=O)O)c2)c1
    0	-42	-1	-24	-0.8	2	96	12	3	95

# Screening data as filed in PubChem.
